Keap1 Nrf2 FP: Keap1-Nrf2 protein-protein interaction inhibitors, primary screen, biochemical, fluorescence polarization, single point; Keap1 Kelch-Nrf2 peptide fluorescence polarization, 1536-well; inhibition, % at 9.4 µM; Kelch-like ECH-associated protein 1 (Homo sapiens), Q14145; 340,000 tested, 0.15% active; in the data active = inhibition above about 12%; inconclusive = no clear call, values can overlap the other calls; inactive = below about 7.3%;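 note: human Keap1 Kelch domain with fluorescein labeled Nrf2 9mer peptide probe; 0% = neutral control wells and 100% = peptide positive control; higher means more block of Keap1 binding to Nrf2 peptide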
Target sequence (Q14145 whole entry, looked up, the tested form may be a part): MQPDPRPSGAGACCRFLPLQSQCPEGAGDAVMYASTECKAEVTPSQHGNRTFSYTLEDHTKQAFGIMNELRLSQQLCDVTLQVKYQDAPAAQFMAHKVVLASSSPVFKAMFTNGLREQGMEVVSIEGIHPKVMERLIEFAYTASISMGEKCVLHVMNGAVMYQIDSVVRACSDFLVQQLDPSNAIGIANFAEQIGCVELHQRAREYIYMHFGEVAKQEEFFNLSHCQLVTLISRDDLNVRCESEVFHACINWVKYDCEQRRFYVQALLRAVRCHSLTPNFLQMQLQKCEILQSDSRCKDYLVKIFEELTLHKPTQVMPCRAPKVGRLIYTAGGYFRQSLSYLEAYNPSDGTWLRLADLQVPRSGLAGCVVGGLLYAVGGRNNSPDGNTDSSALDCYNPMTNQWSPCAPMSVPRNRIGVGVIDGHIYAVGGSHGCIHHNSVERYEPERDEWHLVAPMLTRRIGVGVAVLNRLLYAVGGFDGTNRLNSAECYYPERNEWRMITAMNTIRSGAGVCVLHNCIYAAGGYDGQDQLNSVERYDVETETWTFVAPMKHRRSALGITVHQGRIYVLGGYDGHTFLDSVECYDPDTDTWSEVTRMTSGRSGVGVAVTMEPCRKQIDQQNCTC
CDK5 inh: inhibitors of human CDK5/p35 kinase, primary screen, biochemical, single concentration | Cyclin-dependent kinase 5 (Homo sapiens) + Cyclin-dependent kinase 5 activator 1 (Homo … | Recombinant CDK5/p35, ADP-Glo luminescence, 60 min | inhibition, % at 10 µM | 330,000 tested, 0.01% active;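 active = highest replicate inhibition of at least 50% and at least 75% of replicates reaching 50%; inconclusive = only one of the two criteria met; inactive = both criteria failed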;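 note: plate controls were DMSO neutral control for no effect and GW8510 at 10 µM for full effect; many of its hits are not listed in these tables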
Cardiac RTF inh: cardiac RTF calcium sensitivity inhibitors, primary screen, biochemical, IANBD-TnC fluorescence, EC70 calcium; Troponin I, cardiac muscle (Homo sapiens) + Troponin T, cardiac muscle (Homo sapiens) + …; IANBD-labeled cardiac RTF, Ca2+ fluorescence; inhibition, % at 7.15 µM; 340,000 tested, 0.12% active;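 active = inhibition above the mean inhibition of all tested compounds plus 3 SD, cut at about 17% in these data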;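 note: assay run at fixed EC70 calcium of 1.6 mM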
PvdQ inh: P. aeruginosa PvdQ acylase inhibitors, primary screen, biochemical, fluorescence, plate reader and imaging, single point; inhibition, % at 10 µM; PvdQ acylase [Pseudomonas aeruginosa LESB58]; purified PvdQ acylase; 340,000 tested, 0.063% active; AID 488965, 2010; in the data active = inhibition above about 30%, passing the limit was not always enough; inconclusive = no clear call, values can overlap the other calls;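 note: 0% = vehicle neutral wells and 100% = reference inhibitor wells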
Rtt109 Vps75: inhibitors of C. albicans Rtt109/Vps75 HAT, primary screen, biochemical, ThioGlo CoA-SH fluorescence, plate reader; inhibition, % at 34.9 µM; Histone acetyltransferase RTT109 (Candida albicans (strain SC5314 / ATCC MYA-2876)), …; 330,000 tested, 0.16% active; purified Rtt109/Vps75, 4 h;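 active = inhibition of at least 50% in every replicate; inconclusive = best replicate reaches 50% inhibition but some replicates fall short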
Target sequence (Q5AAJ8 whole entry, looked up): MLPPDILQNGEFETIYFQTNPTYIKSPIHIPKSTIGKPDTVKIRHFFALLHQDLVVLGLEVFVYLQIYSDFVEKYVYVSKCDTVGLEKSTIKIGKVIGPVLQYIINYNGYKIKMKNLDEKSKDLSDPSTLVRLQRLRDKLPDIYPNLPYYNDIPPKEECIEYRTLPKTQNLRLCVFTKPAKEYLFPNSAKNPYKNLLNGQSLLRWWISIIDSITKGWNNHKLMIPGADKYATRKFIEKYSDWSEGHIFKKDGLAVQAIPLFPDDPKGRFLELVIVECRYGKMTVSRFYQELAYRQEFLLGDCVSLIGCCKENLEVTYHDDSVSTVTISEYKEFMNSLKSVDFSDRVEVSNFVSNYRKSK
C-LANA FP: inhibitors of KSHV C-LANA binding to DNA, primary screen, biochemical, fluorescence polarization, FAM-LBS DNA, MBP-C-LANA, single point | inhibition, % at 9 µM | AID 504423, 2011 | 340,000 tested, 0.078% active | Kaposi's sarcoma herpesvirus LANA C-terminal domain (residues 932-1162) DNA binding;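 active = highest replicate inhibition at or above 60% at 9 µM, even if other replicates fall short; inactive = all replicates below 60% inhibition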;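 note: 0% = neutral control wells and 100% = 4 µM acridine orange control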
dFosB activator: activators of delta FosB homodimer, primary screen, biochemical, fluorescence polarization, TAMRA-CDK5 oligo, single point; purified delta FosB; percent of positive-control signal above neutral wells; activation, % at 25 µM; 340,000 tested, 0.99% active;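 active = mean activation above about 17%, with every replicate also reaching it, limit read from the data, passing the limit was not always enough; inconclusive = only one of the two conditions met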;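 note: fluorescence polarization rise as delta FosB binds a TAMRA Cdk5 AP-1 oligo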
NSD2 inh: NSD2 histone methyltransferase inhibitors, primary screen, biochemical, AlphaScreen, single concentration, set 2 | Histone-lysine N-methyltransferase NSD2 (Homo sapiens), O96028 | NSD2 peptide methylation, 120 min | inhibition, % at 12.5 µM | 310,000 tested, 0.54% active; in the data active = inhibition above about 50%
RTF Ca sens act: cardiac RTF calcium sensitivity activators, primary screen, biochemical, IANBD-TnC fluorescence, EC20 calcium; Troponin I, cardiac muscle (Homo sapiens) + Troponin T, cardiac muscle (Homo sapiens) + …; IANBD-labeled TnC RTF fluorescence at EC20 calcium; 0% EC20 calcium, 100% full calcium; activation, % at 7.2 µM; 340,000 tested, 0.24% active;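 active = activation above the mean over all tested compounds plus 3 SD, cut at about 30% in these data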;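 note: rise in fluorescence read as greater calcium sensitivity of cardiac thin filaments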
SUMO Mot1 rescue: yeast Mot1-301 growth rescue at high temperature, primary screen, SUMOylation pathway inhibitor project, S. cerevisiae, ATP luminescence, 38.5C; AID 2716, 2010; growth rescue, % at 18.8 µM; 320,000 tested, 1% active; S. cerevisiae Mot1-301 growth rescue; percent above DMSO median, 100 means doubled;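 active = every valid replicate shows activation above 250% relative to neutral control wells; inactive = the rest, any valid replicate at or below 250%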;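 note: OY570 slx delta 5 strain wells were the positive control but not used for scaling; some compounds called inactive have numbers as strong as hits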
PfHsp90 yeast 2: growth inhibition of PfHsp90-expressing yeast, primary screen, antimalarial PfHsp90 inhibitor project, S. cerevisiae, BacTiter-Glo luminescence, single point, set 2; inhibition, % at 9.4 µM; 310,000 tested, 0.32% active; AID 504621, 2011; BacTiter-Glo ATP, 48 h; yeast lacking PDR1 and PDR3 efflux regulators;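 active = every replicate shows inhibition above about 80%, whatever the replicate mean, limit read from the data; inconclusive = mean inhibition reaches the set limit but some replicate falls short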;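 note: 0% = DMSO neutral controls and 100% = 20 µM radicicol positive controls; yeast relying on Plasmodium falciparum Hsp90 in place of its own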
* marks the source's active call; other numbers are inactive results; u = inconclusive; x = no result given.

[1] CCN(CC)C(=O)N1CCC(NC(=O)c2ccc(C(C)(C)C)cc2)CC1
[2] CC(NC(=O)c1ccc(Cl)cc1)C(=O)NC1=NCCS1 (centres undefined)
[3] CCn1c(SCC(=O)Nc2cc(C)on2)nc2sc3c(c2c1=O)CCCC3
[4] CC1CCCN(c2ccc(F)cc2N)C1 (centres undefined)
[5] O=C1CSc2ccccc2N1
[6] O=C(COC(=O)c1cc([N+](=O)[O-])ccc1NCCO)Nc1cccnc1Cl
[7] O=C(CCc1ccc(S(=O)(=O)N2CCOCC2)cc1)N/N=C/c1ccc(F)cc1F
[8] COc1ccccc1OCCCC(=O)Nc1nnc(C2CCCO2)s1 (centres undefined)
compound no.	1	2	3	4	5	6	7	8
Keap1 Nrf2 FP	1	-8	-3	-2	-7	-1	x	-1
CDK5 inh	0.7	-1.1	0.1	-1.9	-1.6	2.4	0.6	-2.2
Cardiac RTF inh	10	-1	-10	1	-5	-5	4	-9
PvdQ inh	-3	-12	-15	-9	-19	-15	7	-9
Rtt109 Vps75	-1	1	-3	19	0	-2	0	9
C-LANA FP	-0.5	0.1	0.6	2.0	2.1	0.8	x	-0.8
dFosB activator	-1	1	u	-5	-1	-3	-8	-1
NSD2 inh	1	-3	1	1	-1	5	-1	0
RTF Ca sens act	8	-3	-24	-5	1	-1	2	-2
SUMO Mot1 rescue	-17	11	-2	x	x	1	10	15
PfHsp90 yeast 2	x	5	-27	x	x	-8	x	10

[9] Cc1c(C(=O)Nc2ccccc2F)sc2ncn(CC(=O)N3CCCCC3)c(=O)c12
[10] COc1cccc(N2CCN(C(=O)c3ccc(CS(=O)Cc4ccccc4Cl)o3)CC2)c1 (centres undefined)
[11] O=C(c1ccc(F)cc1)C1CCN(C(=O)c2ccccc2)CC1
[12] Cc1ccc(-n2[nH]c(C)c(C=Nc3ccc(S(=O)(=O)Nc4nccs4)cc3)c2=O)cc1C
[13] Cc1cccc(C(=O)N2CCNC(=O)C2CC(=O)Nc2cccc(Cl)c2)c1 (centres undefined)
[14] COc1ccc(-c2csc(-c3[nH]cnc3N)n2)cc1
[15] CC(C)N(C(=O)CSc1ncnc2sc(-c3ccccc3)cc12)C(C)C
[16] O=C(O)c1cc(-c2ccc(-c3ccc(F)cc3)o2)nc2ccccc12
compound no.	9	10	11	12	13	14	15	16
Keap1 Nrf2 FP	4	0	1	1	-5	-1	1	1
CDK5 inh	1.1	-0.9	0.0	x	0.0	1.1	0.2	-0.8
Cardiac RTF inh	-10	2	-9	-11	-2	-1	-11	-8
PvdQ inh	-8	3	0	-2	-15	-6	-11	0
Rtt109 Vps75	7	13	48	1	6	5	-3	-451
C-LANA FP	-0.5	0.5	-1.6	0.7	0.5	-0.2	0.4	0.7
dFosB activator	0	-3	-11	-15	-1	9	6	-4
NSD2 inh	3	2	-3	12	-1	0	4	-1
RTF Ca sens act	1	-2	-2	-2	0	5	-1	-5
SUMO Mot1 rescue	80	13	4	-26	-4	9	x	-21
PfHsp90 yeast 2	5	13	-16	46	-14	9	16	11

[17] CSc1cccc(NC(=S)NC(=O)CCc2ccccc2)c1
[18] CCOC(=O)C1C(=O)NC(c2ccccc2)=NC1c1ccc(Cl)cc1 (centres undefined)
[19] Cc1ccc(-c2nn(CCC(N)=O)c(=O)c3ccccc23)cc1
[20] Nc1cc(Cl)ccc1Oc1ccc(Cl)cc1
[21] C/C(=N\NC(=O)c1ccn(C)n1)c1cccc(NC(=O)c2ccc(C)s2)c1
[22] O=C(O)CCc1ccc(-c2ccc(Cl)cc2)o1
[23] CCCCNC(=S)NCc1ccc2[nH]c(C)cc2c1
[24] CC(C)(C)c1nc2ccccc2c2nnc(SCC(=O)Nc3nc4ccccc4s3)n12
compound no.	17	18	19	20	21	22	23	24
Keap1 Nrf2 FP	4	-2	-2	-1	-5	-2	2	-2
CDK5 inh	-0.5	0.2	-0.4	-1.5	-5.1	-0.1	0.7	2.0
Cardiac RTF inh	-3	-3	-7	-4	-19	3	-3	-5
PvdQ inh	-11	-6	-15	-5	3	19	-12	-11
Rtt109 Vps75	-3	-3	-2	-3	-13	30	-2	3
C-LANA FP	2.8	0.4	-1.7	-1.2	0.6	0.6	-2.3	-1.9
dFosB activator	-5	-4	-2	-4	-7	1	-1	-9
NSD2 inh	-1	-1	2	14	3	5	x	4
RTF Ca sens act	-2	-4	0	-1	8	-2	9	3
SUMO Mot1 rescue	-14	223	-4	-2	3	-10	-17	9
PfHsp90 yeast 2	10	-4	8	-58	19	-31	-65	-28

Reprinted from the part before: 2 compounds, followed by the next part.
[23] CCCCNC(=S)NCc1ccc2[nH]c(C)cc2c1
[24] CC(C)(C)c1nc2ccccc2c2nnc(SCC(=O)Nc3nc4ccccc4s3)n12
[25] CCNC(=O)CN1c2cccc3cccc(c23)S1(=O)=O
[26] COC(=O)C1=C(N)c2ccccc2C1(C#N)c1ccccc1 (centres undefined)
[27] CC1CCN(S(=O)(=O)c2nnc(NC(=O)c3ccccc3Br)s2)CC1
[28] COc1ccc(OCc2n[nH]c(=S)n2N)cc1
[29] COc1ccc(NC(=O)c2ccc(COCC(F)(F)C(F)F)cc2)cc1
[30] CCO/N=C1\C(=O)N(c2ccccc2)c2ccccc21
[31] COc1cc(O)c(C(CC(=O)N2CCCC2)c2ccc3c(c2)OCO3)c(OC)c1 (centres undefined)
[32] O=C(Nc1nnc(SCc2ccccc2)s1)c1cc2c(s1)CCCC2
compound no.	23	24	25	26	27	28	29	30	31	32
Keap1 Nrf2 FP	2	-2	-4	-7	0	3	0	1	-1	-6
CDK5 inh	0.7	2.0	-0.9	-4.9	-0.2	0.3	-0.5	0.7	1.5	0.7
Cardiac RTF inh	-3	-5	-6	-5	6	6	-10	2	1	-23
PvdQ inh	-12	-11	-8	-8	9	-7	-7	3	7	-12
Rtt109 Vps75	-2	3	-13	-1	12	-3	2	4	0	0
C-LANA FP	-2.3	-1.9	0.4	-1.8	0.0	0.3	1.4	-0.1	-3.1	1.2
dFosB activator	-1	-9	-9	-11	-9	7	-3	6	4	0
NSD2 inh	x	4	-4	4	x	0	-3	-1	x	3
RTF Ca sens act	9	3	-2	14	2	2	8	-2	-9	11
SUMO Mot1 rescue	-17	9	6	1	20	-8	64	11	6	-7
PfHsp90 yeast 2	-65	-28	-2	2	-2	4	-15	-13	x	-5

[33] CCN(C(=O)CSc1nnc2ccccn12)c1c(N)n(Cc2ccccc2)c(=O)[nH]c1=O
[34] Cc1cc(Cl)ccc1OCC(=O)NCC(c1cccs1)N1CCOCC1 (centres undefined)
[35] O=S(=O)(/N=C(/NS(=O)(=O)c1ccccc1)c1ccccc1)c1ccccc1
[36] CCOc1ccccc1OCC(=O)O
[37] Cc1c(Br)c([N+](=O)[O-])nn1CCCC(=O)Nc1sc2c(c1C(N)=O)CCC(C)C2 (centres undefined)
[38] O=[N+]([O-])c1ccc(N2CCCCCC2)c(S(=O)(=O)N2CCCCC2)c1
compound no.	33	34	35	36	37	38
Keap1 Nrf2 FP	-2	-3	-2	-4	-4	-1
CDK5 inh	-0.5	1.0	-1.3	7.3	x	-1.2
Cardiac RTF inh	1	-9	0	-4	-5	-1
PvdQ inh	-13	-2	-11	6	-10	3
Rtt109 Vps75	-5	1	1	12	-2	-3
C-LANA FP	0.2	1.0	-0.7	-0.2	2.0	-0.2
dFosB activator	-1	5	-10	-2	-6	-6
NSD2 inh	-3	-6	-4	-1	-2	9
RTF Ca sens act	4	-6	-4	-2	-6	3
SUMO Mot1 rescue	328	x	-2	x	248	12
PfHsp90 yeast 2	36	x	-30	-4	-11	-7

Filtered by structure, those above containing fluorine
[4] CC1CCCN(c2ccc(F)cc2N)C1 (centres undefined)
[7] O=C(CCc1ccc(S(=O)(=O)N2CCOCC2)cc1)N/N=C/c1ccc(F)cc1F
[9] Cc1c(C(=O)Nc2ccccc2F)sc2ncn(CC(=O)N3CCCCC3)c(=O)c12
[11] O=C(c1ccc(F)cc1)C1CCN(C(=O)c2ccccc2)CC1
[16] O=C(O)c1cc(-c2ccc(-c3ccc(F)cc3)o2)nc2ccccc12
[29] COc1ccc(NC(=O)c2ccc(COCC(F)(F)C(F)F)cc2)cc1
compound no.	4	7	9	11	16	29
Keap1 Nrf2 FP	-2	x	4	1	1	0
CDK5 inh	-1.9	0.6	1.1	0.0	-0.8	-0.5
Cardiac RTF inh	1	4	-10	-9	-8	-10
PvdQ inh	-9	7	-8	0	0	-7
Rtt109 Vps75	19	0	7	48	-451	2
C-LANA FP	2.0	x	-0.5	-1.6	0.7	1.4
dFosB activator	-5	-8	0	-11	-4	-3
NSD2 inh	1	-1	3	-3	-1	-3
RTF Ca sens act	-5	2	1	-2	-5	8
SUMO Mot1 rescue	x	10	80	4	-21	64
PfHsp90 yeast 2	x	x	5	-16	11	-15
